Assay outcomes: PubChem, several laboratories
Large T inhibition – SV40 large T antigen inhibitors, biochemical (AID 1903). SV40 large T antigen ATPase/helicase inhibition assay; higher % means a stronger effect. inhibition, % at 20 µM, or IC50 in µM where a hit was titrated. 0.39% of 310,000 active; in the data active = a potency from the dose series; inconclusive = inhibition mostly from about 32% at the one dose, without a potency; inactive = the rest, 99 in 100 with inhibition below about 32%; also: strong numbers were not always called active
GPR55 activation – selective activators of receptor GPR55 – imaging, U2OS cells, beta-arrestin-GFP redistribution, primary screen (AID 1961). U2OS GPR55 beta-arrestin-GFP redistribution imaging; higher % means a stronger effect. one-dose activation, % at 10 µM; EC50 in µM for titrated hits. 0.048% of 290,000 active;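 active = activation above 40% with more than 50 cells counted in the well; inconclusive = wells holding fewer than 50 cells, flagged as toxic or sparse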;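 also: U2OS osteosarcoma cells stably expressing GPR55 and beta-arrestin-GFP; plate controls were DMSO negative control for no effect and LPI positive control for full effect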
NS5 inhibitors – flavivirus cap methylation enzyme inhibition – biochemical, confirmation dose response, primary screen (AID 588689) | Dengue-2 NS5 methyltransferase capping enzyme assay, biochemical; higher % means a stronger effect | inhibition, % at 25 µM; hits with a dose series show IC50 in µM | 0.3% of 340,000 active; in the data active = a potency from the dose series; inconclusive = inhibition above about 29% without an active follow-up result
AID2073 – disruptors of CaV2.2 binding to Mint1 – biochemical, HTRF (AID 2073); one-dose inhibition, % at 20 µM; IC50 in µM for titrated hits; 0.19% of 290,000 active; HTRF protein-protein interaction, Mint1-CaV2.2; higher % means a stronger effect; in the data active = inhibition mostly above about 51%, no sharp cut-off; inconclusive = no clear call, values can overlap the other calls; inactive = mostly below about 53%; also: some results filed as inactive read as strong as hits
Yfh1-depleted yeast – mitochondrial function rescue without frataxin homolog – Friedreich's ataxia, plus single-dose screen, dose response (AID 1465). S. cerevisiae Yfh1-off respiration, WST-1 reduction, 72 h; higher fold induction means a stronger effect. fold induction at 50 µM; hits with a dose series show EC50 in µM. 0.074% of 220,000 active;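 active = fold induction of absorbance versus untreated yeast above a set limit, then at least 30% activation at any dose in follow-up; inconclusive = repeats straddling the limit, or above it without dose testing; inactive = fold induction below the set limit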;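 also: activators that raise dye reduction in frataxin-depleted yeast; strong numbers were not always called active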
GPR55 antagonists – inhibition of LPI-stimulated GPR55 beta-arrestin translocation – imaging, U2OS, beta-arrestin-GFP, LPI agonist, primary screen (AID 2013); one-dose inhibition, % at 10 µM; IC50 in µM for titrated hits; 0.13% of 290,000 active; U2OS GPR55 beta-arrestin-GFP translocation imaging, LPI antagonism; higher % means a stronger effect;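 active = spots per cell inhibited over 60%, with over 100 cells counted and total cytoplasm intensity under 500,000; inconclusive = wells with under 100 cells, flagged as likely toxic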;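 also: U2OS cells stably carrying GPR55 and arrestin-GFP stimulated by 5 µM LPI near EC80; imaged beta-arrestin-GFP aggregate spots per cell after agonist stimulation; plate controls were LPI-stimulated DMSO wells for no effect and DMSO wells without LPI for full effect; some results filed as inactive read as strong as hits; confirmed hits need IC50 under 10 µM and bright autofluorescent wells are also inconclusive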
GPR35 antagonists – inhibition of zaprinast-stimulated GPR35 beta-arrestin translocation – imaging, U2OS, beta-arrestin-GFP, zaprinast agonist, primary screen (AID 2058); U2OS GPR35 beta-arrestin-GFP translocation imaging, zaprinast antagonism; higher % means a stronger effect; inhibition, % at 10 µM, or IC50 in µM where a hit was titrated; 0.052% of 290,000 active;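 active = inhibition of at least 50% with at least 30 cells and total cytoplasm GFP at most 10,000,000; inconclusive = under 30 cells or total GFP of 10,000,000 plus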
MgcRacGAP inhibition – MgcRacGAP GTPase-activating activity inhibitors, confirmation, biochemical, ADP Hunter fluorescence. MgcRacGAP-stimulated Rac1 GTP hydrolysis, ADP Hunter fluorescence; higher % means a stronger effect; GST-tagged Rac1 F28L mutant substrate. inhibition, % at 30 µM, or IC50 in µM where a hit was titrated. 0.6% of 340,000 active;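 active = first-screen hits whose inhibition reached a set limit at any dose in the follow-up dose series; inconclusive = inhibition above the set first-screen limit but never retested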;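 also: fluorescence reports GDP produced by GAP-driven GTP hydrolysis; strong numbers were not always called active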
NTR1 agonist – NTR1-driven beta-arrestin-GFP spot formation – imaging, U2OS cells, high content, primary screen (AID 493036); agonist mode; activation, % at 20 µM; 0.17% of 330,000 active;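 active = activation at or above 40% of the spot to cytoplasm intensity ratio, with at least 20 cells analyzed; inconclusive = wells under 20 cells, flagged as cytotoxic or low count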;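 also: 0% = DMSO without peptide and 100% = 100 nM NTR1 peptide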
Target sequence (P30989 whole entry, looked up): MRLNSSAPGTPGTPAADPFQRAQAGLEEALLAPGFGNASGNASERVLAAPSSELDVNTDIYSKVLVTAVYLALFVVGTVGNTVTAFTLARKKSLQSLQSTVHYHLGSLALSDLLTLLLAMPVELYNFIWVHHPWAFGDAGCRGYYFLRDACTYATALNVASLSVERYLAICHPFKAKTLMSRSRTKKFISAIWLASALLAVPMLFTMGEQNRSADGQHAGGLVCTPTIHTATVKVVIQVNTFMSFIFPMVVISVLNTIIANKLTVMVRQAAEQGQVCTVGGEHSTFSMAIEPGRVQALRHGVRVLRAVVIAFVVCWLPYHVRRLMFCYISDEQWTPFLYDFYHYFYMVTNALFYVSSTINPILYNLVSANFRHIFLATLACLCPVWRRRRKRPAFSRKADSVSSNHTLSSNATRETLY
NTR1 agonist cell count 20 µM – recorded beside NTR1 agonist, whose call it bears; cell count; measured here: cell count, cytotoxicity flag
NS5 inhibitors pilot replicate – recorded beside NS5 inhibitors, whose call it bears; inhibition, %; measured here: pilot screen replicate inhibition
* marks the source's active call; other numbers are inactive results; i = inactive; ? = inconclusive; · = not tested or not shown.

SMILES	Large T inhibition	GPR55 activation	NS5 inhibitors	AID2073	Yfh1-depleted yeast	GPR55 antagonists	GPR35 antagonists	MgcRacGAP inhibition	NTR1 agonist	NTR1 agonist cell count 20 µM	others
O=C(OC1CCOC1=O)c1ccc(NS(=O)(=O)c2cccs2)cc1 (stereo unspecified)	1%	-0.3%	2%	42%	i	0%	9%	4%	1.0	55
CN(C)S(=O)(=O)c1cccc(C(=O)Nc2ccc(N3CCOCC3)cc2)c1	10%	-1.9%	1%	-4%	i	7%	2%	13%	-0.4	56
COc1ccc(NC(=O)CSc2nnc(CNC(=O)c3cccs3)o2)c(OC)c1	15%	-0.1%	-3%	-2%	·	2%	2%	10%	0.0	51
Cc1ccc(OCCN2CCN(CC(O)Cn3c4ccccc4c4ccccc43)CC2)cc1 (stereo unspecified)	23%	0.0%	·	3%	i	73%*	27%	·	38	56
COc1ccc(/C=N/NC(=O)Cn2nnc3ccccc32)cc1OC	10%	0.2%	1%	1%	i	1%	23%	3%	-0.4	43
COc1ccc(NC(=O)CCCn2c(=S)[nH]c3ccccc3c2=O)cc1	-3%	1.1%	1%	-6%	i	4%	3%	7%	-0.7	97
O=C(CCCn1c(=S)[nH]c2ccsc2c1=O)NCCc1ccccc1	6%	-0.1%	0%	-36%	·	4%	-4%	0%	1.1	62
CCOC(=O)C1=C(C)NC(C)=C(C(=O)OCC)C1C(=O)OCC(=O)N1CCc2ccccc21	11%	-0.2%	-6%	4%	i	1%	4%	-2%	0.2	84
CNC(=O)c1ccsc1NC(=O)CS(=O)(=O)c1ccccc1	16%	·	1%	·	·	·	·	11%	1.2	68
CCCCn1ccnc1C(=O)c1cccc(S(=O)(=O)N2c3ccccc3CC2C)c1 (stereo unspecified)	6%	0.3%	2%	6%	i	-1%	11%	11%	2.5	48
CC(C)(C)c1ccc(C(=O)NC(=S)N2CCCCCC2)cc1	14%	0.0%	-12%	-4%	·	22%	-4%	-2%	0.2	57
COc1ccc(C(=O)Cc2ccc(OC)c(OC)c2)c(OC)c1	11%	-0.2%	-1%	-1%	i	8%	-8%	1%	0.0	64
Cc1cccc(C)c1OCc1cc(C(=O)N2CCC(c3ccncc3)CC2)no1	14%	0.6%	-11%	0%	·	4%	0%	11%	0.4	62
Cc1sc(NC(=O)c2ccccc2)c(C(c2ccccn2)N2CCN(CCO)CC2)c1C (stereo unspecified)	21%	-0.2%	4%	?	i	-4%	2%	8%	-0.8	41
Cc1ccc(Nc2nc(N)nc(CSC(=S)N3CCOCC3)n2)cc1	14%	-0.1%	-4%	3%	i	15%	18%	11%	28	87
Cc1ccc2c(c1)N(C(C)C(=O)NCCc1ccccc1)C(=O)CO2 (stereo unspecified)	-1%	-0.2%	-10%	-1%	i	26%	8%	6%	-1.5	99
Cc1ccsc1/C=N/NC(=O)CNC(=O)c1ccc(S(=O)(=O)N(C)C)cc1	2%	-0.4%	-11%	2%	i	-3%	3%	1%	-1.7	95
Cc1cccc(-n2nnnc2SCC(=O)c2cc(C)n(Cc3ccco3)c2C)c1	6%	0.2%	-1%	12%	i	6%	6%	2%	12	89	NS5 inhibitors pilot replicate=-5.9
COc1ccc(NC(=O)C2CCCN(S(=O)(=O)c3cccc4nonc34)C2)cc1 (stereo unspecified)	2%	0.3%	0%	-5%	i	5%	7%	1%	0.5	52
CCOC(=O)N1CCN(C(=O)c2ccc(-n3c(C)ccc3C)cc2)CC1	21%	-0.3%	-7%	2%	i	-6%	-9%	9%	5.2	56
Cn1c(=O)c(C(=O)NCCc2ccc(Cl)cc2)c(O)c2ccccc21	-3%	0.3%	4%	8%	·	-9%	-6%	9%	0.0	64
COc1ccc(CNC(=O)/C=C/c2cc([N+](=O)[O-])ccc2OC(F)F)cc1OC	-2%	-0.1%	-1%	-1%	i	4%	3%	2%	5.0	85
Cc1nn2c(NCCN(C)C)c3c(nc2c1-c1ccccc1)CCCC3	13%	-0.1%	·	0%	i	-10%	-8%	·	2.0	53
CC(=O)c1sc2nc(SCC(=O)NCCc3ccccc3)[nH]c(=O)c2c1C	27%	-0.2%	1%	21%	·	-22%	-7%	0%	0.3	78
O=C(c1cc(Br)c[nH]1)N1CCSCC1	-2%	-0.3%	-5%	0%	·	-6%	0%	10%	3.1	83
COc1ccc(N=C2NC(=O)/C(=C/c3ccc(O)c(OC)c3)S2)cc1	28%	-0.2%	-1%	1%	i	-2%	-6%	18µM*	-0.9	36
CCCCC(=O)Nc1cccc(NC(=O)c2ccccc2Br)c1	7%	0.0%	6%	4%	i	11%	0%	8%	-1.5	80
Cc1cccc(C)c1NC(=O)CSc1nnc(C)n1-c1ccccc1	6%	-0.3%	3%	5%	i	-1%	-6%	4%	-0.7	68
CCn1nnnc1-c1ccc(OC)c(S(=O)(=O)Nc2ccc(C(=O)OC)cc2)c1	15%	-0.1%	-6%	4%	i	0%	3%	2%	1.8	37
CCCN(CC(=O)Nc1ccc(Cl)cc1Cl)C(=O)CC(NC(C)=O)c1ccccc1 (stereo unspecified)	15%	0.0%	6%	4%	·	11%	-8%	2%	-0.1	59
COc1cc(NC(=O)c2ccc(Cl)cc2Cl)ccc1-c1cc2ccccc2oc1=O	3%	0.2%	-4%	?	i	10%	12%	9%	3.4	62
COc1ccc(-c2cc(-c3ccccc3)nc(N3CCCC3)n2)cc1OC	4%	-0.1%	-4%	34%	i	-24%	6%	3%	8.5	77
Cc1ccc(-c2nc3ncccc3o2)cc1NC(=O)c1ccco1	·	·	-1%	·	i	·	·	9%	-0.5	55
CCCCn1c(=N)n(CC(=O)C(C)(C)C)c2ccccc21	8%	-0.2%	3%	4%	i	7%	5%	1%	4.2	34
Cc1sc2nc(C(C)C)oc(=O)c2c1C	18%	0.1%	-3%	-5%	i	19%	5%	2%	-3.3	93
COc1cc(/C=N/NC(=O)c2cccnc2)ccc1OS(=O)(=O)c1ccc(F)cc1	1%	-0.4%	-5%	12%	i	2%	2%	-1%	0.1	85
C=CCNC(=O)CN(CCc1ccccc1)S(=O)(=O)c1ccccc1	22%	-0.2%	-9%	8%	·	2%	-4%	9%	1.3	50
O=C(O)c1cc([N+](=O)[O-])ccc1N1CCC(Cc2ccccc2)CC1	21%	0.5%	4%	16%	i	4%	11%	7%	0.6	82
CCN(c1ccccc1)S(=O)(=O)c1ccc(Cl)c(NC(=O)CSc2ncn[nH]2)c1	8%	0.3%	-10%	2%	i	18%	-12%	8%	4.0	40
c1nc(NC2CCCCCC2)c2[nH]cnc2n1	1%	0.5%	-3%	5%	i	-4%	4%	5%	-1.2	93

A portion from further up:
SMILES	Large T inhibition	GPR55 activation	NS5 inhibitors	AID2073	Yfh1-depleted yeast	GPR55 antagonists	GPR35 antagonists	MgcRacGAP inhibition	NTR1 agonist	NTR1 agonist cell count 20 µM	others
O=C(O)c1cc([N+](=O)[O-])ccc1N1CCC(Cc2ccccc2)CC1	21%	0.5%	4%	16%	i	4%	11%	7%	0.6	82
CCN(c1ccccc1)S(=O)(=O)c1ccc(Cl)c(NC(=O)CSc2ncn[nH]2)c1	8%	0.3%	-10%	2%	i	18%	-12%	8%	4.0	40
c1nc(NC2CCCCCC2)c2[nH]cnc2n1	1%	0.5%	-3%	5%	i	-4%	4%	5%	-1.2	93

Later entries:
SMILES	Large T inhibition	GPR55 activation	NS5 inhibitors	AID2073	Yfh1-depleted yeast	GPR55 antagonists	GPR35 antagonists	MgcRacGAP inhibition	NTR1 agonist	NTR1 agonist cell count 20 µM	others
COc1ccc(S(=O)(=O)NC(C)C(=O)NCC2CCCO2)cc1OC (stereo unspecified)	-5%	-0.1%	-2%	2%	·	3%	14%	0%	1.3	50
O=C(Nc1ccc(N2CCN(C(=O)c3cccs3)CC2)cc1)c1ccccc1Cl	12%	-0.1%	0%	-8%	·	-4%	16%	5%	-0.4	54
COc1ccc(NS(=O)(=O)c2ccc(O)c(NC(=O)c3cc4c(C)nn(-c5ccc(F)cc5)c4s3)c2)cc1	8%	-0.3%	1%	36%	i	3%	-14%	12%	1.6	66
O=C(O)CSc1c[nH]c2ccccc12	21%	-0.2%	-2%	-5%	i	3%	-1%	4%	-0.7	81
O=S(=O)(Cc1ccccc1Cl)NCc1ccccc1	5%	0.2%	·	-4%	i	12%	16%	·	1.0	43
Cc1noc(C)c1C(=O)Nc1nc2ccc(S(C)(=O)=O)cc2s1	7%	-0.1%	-2%	13%	·	-13%	6%	5%	-0.2	69
CC(OC(=O)c1nc(Cl)ccc1Cl)C(=O)c1ccccc1 (stereo unspecified)	2%	·	-1%	·	·	·	·	6%	0.0	47
N#Cc1c(N(CCO)CCO)nc(N)c2c(N)nc3c(c12)CC(=O)N3Cc1cccs1	8%	0.6%	19%	46%	i	11%	-8%	13%	1.1	61
COc1ccc(CCNC(=O)COc2ncnc3ccccc23)cc1	5%	-0.2%	-4%	4%	i	3%	6%	0%	-0.5	51
COc1cccc(C2=CC(c3cccc(OC)c3OC)n3nnnc3N2)c1 (stereo unspecified)	5%	-0.1%	1%	-9%	i	-16%	-7%	4%	2.8	35
CC(C)C(=O)c1ccc(O)c(O)c1	31µM*	-0.6%	-4%	-12%	i	-3%	-6%	?	0.7	63

Reprinted at random: 2 records from the list.
SMILES	Large T inhibition	GPR55 activation	NS5 inhibitors	AID2073	Yfh1-depleted yeast	GPR55 antagonists	GPR35 antagonists	MgcRacGAP inhibition	NTR1 agonist	NTR1 agonist cell count 20 µM	others
O=C(O)CSc1c[nH]c2ccccc12	21%	-0.2%	-2%	-5%	i	3%	-1%	4%	-0.7	81
COc1ccc(NS(=O)(=O)c2ccc(O)c(NC(=O)c3cc4c(C)nn(-c5ccc(F)cc5)c4s3)c2)cc1	8%	-0.3%	1%	36%	i	3%	-14%	12%	1.6	66
